# Artemis inh – Artemis (human) endonuclease inhibition; Q96SD1; recombinant Artemis, quenched FAM hairpin cleavage fluorescence; inhibition, % at 10 µM; 30,000 tested, 0.78% active;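 active means at 10 µM dose, at least 30% inhibition, measured as corrected fluorescence normalized to stimulator and neutral control wells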
# Target sequence (Q96SD1 whole entry, looked up): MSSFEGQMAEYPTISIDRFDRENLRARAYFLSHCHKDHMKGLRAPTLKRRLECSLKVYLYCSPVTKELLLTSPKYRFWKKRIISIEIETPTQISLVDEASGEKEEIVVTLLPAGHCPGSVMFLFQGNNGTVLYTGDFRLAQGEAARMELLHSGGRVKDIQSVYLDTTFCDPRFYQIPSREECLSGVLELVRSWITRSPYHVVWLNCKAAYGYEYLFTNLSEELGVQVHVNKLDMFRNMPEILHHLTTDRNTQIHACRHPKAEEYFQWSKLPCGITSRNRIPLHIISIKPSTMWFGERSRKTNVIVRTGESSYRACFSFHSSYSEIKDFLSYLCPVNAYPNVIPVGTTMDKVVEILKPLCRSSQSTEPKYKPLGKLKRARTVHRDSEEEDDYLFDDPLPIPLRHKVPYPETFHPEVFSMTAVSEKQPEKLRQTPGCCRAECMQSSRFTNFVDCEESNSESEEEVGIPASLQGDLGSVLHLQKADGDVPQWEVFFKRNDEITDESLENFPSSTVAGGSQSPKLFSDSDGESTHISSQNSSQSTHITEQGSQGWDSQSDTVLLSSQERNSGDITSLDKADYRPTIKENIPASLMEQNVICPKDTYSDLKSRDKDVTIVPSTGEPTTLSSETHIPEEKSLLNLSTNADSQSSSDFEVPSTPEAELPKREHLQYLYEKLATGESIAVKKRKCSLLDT
# * marks the source's active call; other numbers are inactive results.
SMILES,Artemis inh
O=C(COc1ccc(Cl)cc1)N1CCCCC1,0
O=C1CC(c2ccc(Cl)cc2)n2nc(NS(=O)(=O)c3ccc(F)cc3)nc2N1 (stereo not given),-6
CCOC(=O)N1CCC(NC(=O)Cn2cccc2C(=O)c2ccccc2C)CC1,3
O=C(CCCOc1ccccc1)Nc1ccncc1,-2
CCN1CC2=C(OC(N)=C(C#N)C2c2ccccc2)/C(=C\c2ccccc2)C1 (stereo not given),-3
COc1ccc(CCNC(=O)C(=O)NCC2CCCO2)cc1 (stereo not given),-8
CCOc1ccc(-c2nc(CSc3nnc(N)s3)cs2)cc1,6
CCOC(=O)c1cccc(NC(=O)C(C)N2C(=O)c3ccccc3C2=O)c1 (stereo not given),-6
COc1ccc(/C=N/n2c(N)nc3ccccc32)cc1OC,1
c1ccc2c(NC3CCCC3)nnc(NC3CCCC3)c2c1,1
CCc1cc2c(=O)[nH]c(Cc3ccc(Cl)cc3)nc2s1,3
COc1ccc(NC2=NCC(=O)N2c2ccccc2)c(OC)c1,-1
O=C(/C=C1\NC2(CCCC2)Cc2ccccc21)N1CCOCC1,-7
Cn1c(=O)n(CCc2ccccc2)c(=O)c2c1nc1n2CCCN1Cc1ccccc1,14
NC(=O)c1ncc(C(F)(F)F)cc1Oc1ccc(F)cc1,-5
COc1cccc(C2C(C(C)=O)=C(O)C(=O)N2CCc2c[nH]c3ccccc23)c1 (stereo not given),12
COc1ccc(NC(=O)CCN2CCCC(C)C2)cc1 (stereo not given),-7
CC(C)[C@H](NS(=O)(=O)c1ccccc1)C(=O)OCC(=O)NC(=O)c1cccn1C,5
COc1ccc2[nH]cc(C(=O)CN3CCCC(C)C3)c2c1 (stereo not given),1
Cn1cccc1C(=O)NC(=O)COC(=O)C12CC3CC(CC(O)(C3)C1)C2,-5
O=C(COc1cccc2ccccc12)N1CCN(c2ccccc2)CC1,10
CC(NC(=O)c1ccco1)C1COc2ccccc2O1 (stereo not given),0
CN=C1SC(CC(=O)NCCc2ccc(OC)c(OC)c2)C(=O)N1C (stereo not given),5
CC(C)(C)c1ccc(C(=O)C=[N+]=[N-])cc1,8
CCCn1nnnc1SCC(=O)c1ccc2c(c1)OCCO2,-2
COc1cc(C(=O)OCC(=O)N2CCCC2)cc(OC)c1OC,2
CCCNS(=O)(=O)c1ccc(CCC(=O)Nc2cc(Cl)ccc2Oc2ccccc2)cc1,9
COc1cccc(CN(CC(=O)NC2CCCC2)C(=O)CCC(=O)Nc2cc(C)on2)c1,-15
CN(c1cccc(Cl)c1)S(=O)(=O)c1cccc(C(=O)NC2=NCCS2)c1,5
COC(=O)c1c(C(=O)OC)c(-c2ccccc2)n2c1CS(=O)C2 (stereo not given),6
CCOc1ccc2[nH]c(=O)c(CN(CCc3ccccc3)C(=O)c3cnccn3)cc2c1,-2
C#CC[N+]1(CC#Cc2ccccc2)CCCC1,-9
Cc1nc2ccccc2c2nc(N)nn12,4
COC(=O)C1=C(C)N(CC2CCCO2)C(=O)/C1=C\c1ccc(O)cc1 (stereo not given),3
Cn1c(NC(=O)c2ccc(Br)o2)cc(=O)n(C)c1=O,6
Cn1cccc1C(=O)C(=O)Nc1cc(Cl)cc(Cl)c1,6
Cc1ccccc1N(CC(=O)O)S(C)(=O)=O,2
CCCCOCCCNC(=O)CCCOc1ccccc1,-7
C=CCSc1nnc(-c2nnc(SCC=C)n2-c2ccccc2)n1-c1ccccc1,-5
COC(=O)c1cc(C#N)c(Oc2cccc(C)c2C)nc1C,9
CC1CCc2c(c3ccccc3[nH]c2=O)O1 (stereo not given),14
c1ccc2c(c1)[nH]c1c(N3CCC4(CC3)OCCO4)ncnc12,-9
O=C(Cc1n[nH]c(=O)c2ccccc12)Nc1ccc(-c2nnc3n2CCCCC3)cc1,7
COc1ccc(CC(=O)N2CCN(c3ccc(C4=NNC(=O)CC4C)cc3)CC2)cc1 (stereo not given),5
COC(=O)c1c(NC(=O)CSc2nnc(-c3ccco3)n2Cc2ccccc2)sc(C)c1C,21
CCn1nc(CC(=O)Nc2nnc(CC(=O)N3CCCCC3)s2)c2ccccc2c1=O,2
O=C(Nc1cccc2ccccc12)N1CCN(Cc2ccccc2)CC1,3
Cc1ccc(-n2c(SCC(=O)NCC3CCCO3)nc3n[nH]c(C)c3c2=N)cc1Cl (stereo not given),-7
O=C1c2ccccc2NC(c2ccc(Cl)cc2Cl)N1Cc1ccccc1 (stereo not given),7
O=C(O)CSc1nnc(Cc2ccccc2)n1-c1ccccc1,-5
CCCCC(c1nnnn1CCOC)N1CCN(CC)CC1 (stereo not given),5
FC(F)(F)c1cnc(-n2cc[nH]c2=S)c(Cl)c1,-1
O=S(=O)(NCCc1ccccn1)c1cccs1,12
O=C(COc1ncnc2ccc(Br)cc12)NCc1ccc2c(c1)OCO2,2
COc1cc(OC)cc(C(=O)NC(=S)N2CCN(c3ccc(C(F)(F)F)cc3[N+](=O)[O-])CC2)c1,15
Cc1ccc(C(=O)N2CCN(C(=O)CN3CCOCC3)C2)cc1,-5
CCc1ccc(NC(=O)CSC2=C(C#N)C(c3ccco3)C3=C(CCCC3=O)N2)cc1 (stereo not given),15
CCOc1ccccc1C(=O)N(Cc1cccs1)C1CCS(=O)(=O)C1 (stereo not given),-6
COc1ccc(NC2CS(=O)(=O)CC2NCc2ccccc2)cc1 (stereo not given),-2
Nc1ccc2nn(-c3cccc4ccccc34)nc2c1,2
# (more compounds)
SMILES,Artemis inh
O=C(Cc1cn2ccsc2n1)Nc1ccccc1Oc1ccccc1,-1
CC(C)(C)NC(=O)c1ccc(COc2ccccc2Br)o1,-5
O=S(=O)(c1cccc2nsnc12)N1CCN(c2ncccn2)CC1,-1
O=C1NCC(c2ccccc2)C1C(=O)N/N=C\c1ccc(-c2cccc(Cl)c2Cl)o1 (stereo not given),16
O=C(Cn1nc(-c2ccccc2)c2ccccc2c1=O)NCCN1CCOCC1,-9
CCC12CCCN3CCC4(C(=C(C(=O)OC)C1)Nc1ccccc14)C32 (stereo not given),-4
COC(=O)C(C)Sc1snnc1-c1ccccc1 (stereo not given),-9
O=C(CCNC(=O)Cn1ccc2ccccc2c1=O)NCCN1CCN(c2cccc(Cl)c2)CC1,9
COc1ccc(Oc2cc(C)c3ccccc3n2)cc1,0
O=C1c2ccccc2C(=O)N1CCCc1nc2ccccc2c(=O)n1Cc1ccco1,5
CC(C)(C)C(=O)c1no[n+]([O-])c1/C(=N/O)C(C)(C)C,-2
Cc1ccc(SCCNC(=O)c2cccc([N+](=O)[O-])c2C)cc1,-6
O=C(N1CCCCC1)N1CCCN(C(=O)N2CCCCC2)CC1,0
c1ccc(-c2csc(NNC3=NCCCCC3)n2)cc1,11
Cc1[nH]nc2c1C(c1cccc(O)c1)C1=C(CC(C)(C)CC1=O)N2 (stereo not given),2
COc1ccc(NC(=O)Cn2nc3n(c2=S)CCC3)cc1,-5
COc1ccc(OC)c(NC(=O)Cn2c(CCC(=O)O)ccc2-c2cccs2)c1,0
Cc1cc(C)n2cc(CSc3ncccc3C(=O)O)nc2n1,1
CC(=O)Nc1nonc1-c1nc2ccccc2n1CC1CC1,-4
O=S(=O)(Nc1ccccc1N1CCCCC1)c1ccc(Cl)s1,-4

# Exported with tabs: entries from further up.
SMILES	Artemis inh
COC(=O)C1=C(C)N(CC2CCCO2)C(=O)/C1=C\c1ccc(O)cc1 (stereo not given)	3
COc1ccc(CC(=O)N2CCN(c3ccc(C4=NNC(=O)CC4C)cc3)CC2)cc1 (stereo not given)	5
CCCNS(=O)(=O)c1ccc(CCC(=O)Nc2cc(Cl)ccc2Oc2ccccc2)cc1	9
NC(=O)c1ncc(C(F)(F)F)cc1Oc1ccc(F)cc1	-5
CCOc1ccc2[nH]c(=O)c(CN(CCc3ccccc3)C(=O)c3cnccn3)cc2c1	-2
CCC12CCCN3CCC4(C(=C(C(=O)OC)C1)Nc1ccccc14)C32 (stereo not given)	-4
c1ccc2c(NC3CCCC3)nnc(NC3CCCC3)c2c1	1
O=C(N1CCCCC1)N1CCCN(C(=O)N2CCCCC2)CC1	0

# Following part:
SMILES,Artemis inh
CCn1c(SCC(=O)Nc2nc(C)c(C)s2)nc2cccnc21,4
COCCN(CCOC)S(=O)(=O)c1ccc(OC)cc1,3
Cc1noc(C)c1CSc1nnc(-c2c[nH]c3ccccc23)n1-c1ccc(Cl)cc1,1
N#Cc1c(N)c(C#N)c(-c2ccc(O)cc2)c2c1CCCC2,6
CCOC(=O)C1CCN(C(=O)Nc2ccc3nc(C)c(C)nc3c2)CC1,-6
CC(C)Cn1c(N)c(C(=O)CSc2nnnn2C)c(=O)n(C)c1=O,-10
CC(=O)N(c1ccc(C(C)C)cc1)C1C=CS(=O)(=O)C1 (stereo not given),-11
O=C(Nc1ccc(Cl)cc1)Nc1nc(-c2sccc2Br)cs1,-6
CCC(C)(C)n1nnnc1C(C(C)C)N1CCC(C(N)=O)CC1 (stereo not given),-5
O=c1c(Cc2ccccc2)c(O)nc2n1CCS2,11
O=C(CCc1nc(-c2ccccc2F)no1)NCCN1CCN(Cc2ccccc2)CC1,-3
COC(=O)CSCC(=O)Nc1cc2c(cc1C(C)=O)OCO2,1
Cc1cc(C)nc(SCc2csc(N)n2)n1,-7
COc1ccc(C(NC(=O)c2cccnc2)c2cc(Cl)c3cccnc3c2O)cc1OC (stereo not given),7
COc1ccc(C(=O)Nc2oc(-c3ccccc3)c(-c3ccccc3)c2C#N)cc1,-3
COc1cccc2c1nc(C)c1cc(C)oc12,-9
O=C(O)c1ccccc1C(=O)N1CCN(c2ccccc2)CC1,0
O=C(Cc1ccccc1)NC(=S)Nc1ccc2oc(-c3ccccc3F)nc2c1,-5
COC(=O)C(NC(=O)c1ccco1)(Nc1ccc(Br)cn1)C(F)(F)F (stereo not given),-7
O=C(CCCCCN1C(=O)c2ccccc2C1=O)Nc1ccc(F)cc1,1

# 11 of these compounds in a different format:
canonical_smiles | Artemis inh
CC(=O)N(c1ccc(C(C)C)cc1)C1C=CS(=O)(=O)C1 (stereo not given) | -11
N#Cc1c(N)c(C#N)c(-c2ccc(O)cc2)c2c1CCCC2 | 6
CCOC(=O)C1CCN(C(=O)Nc2ccc3nc(C)c(C)nc3c2)CC1 | -6
O=C(CCc1nc(-c2ccccc2F)no1)NCCN1CCN(Cc2ccccc2)CC1 | -3
CC(C)Cn1c(N)c(C(=O)CSc2nnnn2C)c(=O)n(C)c1=O | -10
O=C(O)c1ccccc1C(=O)N1CCN(c2ccccc2)CC1 | 0
O=C(Nc1ccc(Cl)cc1)Nc1nc(-c2sccc2Br)cs1 | -6
COC(=O)C(NC(=O)c1ccco1)(Nc1ccc(Br)cn1)C(F)(F)F (stereo not given) | -7
O=C(CCCCCN1C(=O)c2ccccc2C1=O)Nc1ccc(F)cc1 | 1
COCCN(CCOC)S(=O)(=O)c1ccc(OC)cc1 | 3
Cc1noc(C)c1CSc1nnc(-c2c[nH]c3ccccc23)n1-c1ccc(Cl)cc1 | 1

# Going on with the list.
SMILES,Artemis inh
Cc1ccccc1CSc1nc2n(n1)C(c1cccs1)C1=C(CCCC1=O)N2 (stereo not given),3
O=C(COC(=O)COc1ccccc1)Nc1ccccc1OC(F)F,-4
Cc1ccc(NS(=O)(=O)c2ccc(NC(=O)c3cccc(NC(=O)C(C)C)c3)cc2)cc1,-1
CC(C)(O)C(=O)NN(C(=O)c1ccccc1)c1ccc2ccccc2c1,-4
O=C(/C=C/c1ccc(Cl)c([N+](=O)[O-])c1)Nc1cccnc1,9
Cc1ccc(Nc2nc(N)nc(CSc3nccn3C)n2)cc1,1
COc1ccccc1Nc1nc(C)cs1,8
CCc1ccc(NC(=O)N(CCCN2CCOCC2)C(C)c2cc3cccc(OC)c3o2)cc1 (stereo not given),5
O=C(CSc1nnc(-c2ccco2)o1)NC(=O)Cc1ccccc1,1
C=CCn1c(COc2ccccc2F)nnc1SCC(=O)Nc1cc2oc3ccccc3c2cc1OC,7
CC(=O)Nc1ccc(OCC(O)Cn2c(C)nc3ccccc32)cc1 (stereo not given),-8
Cc1nc2ccc(S(=O)(=O)N(C)CC(=O)N3CCc4ccccc43)cc2s1,-4
CCCCCC(=O)Nc1ccc(N2CCN(C(=O)c3ccccc3)CC2)cc1,26
O=C(NCc1ccco1)c1cnn2c(C(F)F)cc(-c3ccccc3)nc12,1
COC(=O)C(C(=O)Nc1cc(C)on1)C1CCCCCC1 (stereo not given),-3
Cc1cccc(C)c1NC(=O)C(C)c1ccc(-c2ccccc2)c(F)c1 (stereo not given),1
CN1CCN(c2ccc(NC(=O)c3cccc(OCc4ccccc4)c3)cc2)CC1,5
CCN(CC)C(=O)C(=O)N/N=C/c1cccs1,53*
Clc1ccc(-c2nc(Cc3ccccc3Cl)no2)cc1,-12
CCN1CCN(CC(O)COc2ccc(Cl)cc2)CC1 (stereo not given),-1
CC1CCN(CCCOc2ccc(OCc3ccccc3)cc2)CC1,6
S=c1[nH]ncn1/N=C/c1cccc(Oc2ccccc2)c1,8
CS(=O)(=O)Nc1ccccc1Oc1ccccc1,2
CCOc1cc(C2C3=C(CCCC3=O)N(C)C3=C2C(=O)CCC3)cc(Cl)c1O,9
O=C(CSc1nc(C2CCCCC2)n(-c2ccccc2)n1)NCCN1C(=O)CSC1=O,-1
O=C(O)c1oc2ccccc2c1CN1CCN(c2ccccc2)CC1,-3
C/C(Cl)=C\Cn1c(N2CCCC2)nc2c1c(=O)[nH]c(=O)n2C,-3
CCCCCCCCCSc1n[nH]c(N)n1,12
CC(C)CCNC(=O)C(c1ccco1)N(Cc1cccs1)C(=O)Cn1nnc2ccccc21 (stereo not given),2
COc1ccc(NC(C)=O)cc1NC(=O)CN1CCN(c2ccccn2)CC1,-1
COc1ccccc1OCc1ccc(C(=O)NCCN(C)C)o1,-1
CC1c2[nH]c3ccccc3c2CCN1C(=O)Nc1ccccc1 (stereo not given),-2
CC(=O)c1c(O)cc(=O)n(-c2ccccc2)c1-c1ccc(C)cc1,-2
COc1ccc(/C=C2\CCCC3C2=NN(C(=O)c2ccco2)C3c2ccc(OC)c(OC)c2)cc1OC (stereo not given),0
O=C(Nc1ccc(-n2ccnc2P(=O)(O)c2ccccc2)cc1)c1ccccc1Br,4
CC12CCC(C(=O)NCc3ccccn3)(OC1=O)C2(C)C (stereo not given),-6

# An excerpt; count on the stated rates, not on these rows.
